Screens deposited in PubChem BioAssay by several laboratories.
ARFGAP1 inh: inhibitors of rat ARFGAP1 | Arfgap1-stimulated ARF1 GTP hydrolysis, GDP FP detection | inhibition, % at 16.5 µM | 0.26% of 360,000 active | AID 651572;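 active means inhibition above a per-plate limit, mean inhibition of low control wells plus 3 SD, cut at about 25% in these data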;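 further: 0% = DMSO wells with enzyme and 100% = wells lacking Arfgap1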
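material = rat Arfgap1 catalytic domain, aa 1-136 | also added = human ARF1(Δ1-17)-GTP substrate | compound dosing = one concentration, 16.5 µM, DMSO 1.26% | times = GTP hydrolysis reaction 2 h at 25 °C | measured by = FP, GDP Alexa 633 tracer displaced from anti-GDP antibody, 620/688 nm | evaluation = percent inhibition of Arfgap1-stimulated GTP hydrolysis | replication = single well per compound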
SMARCA2 act: increases SMARCA2 function in MMTV reporter cells; 1% of 370,000 active; MG213 cells, MMTV-luciferase reporter, dexamethasone, overnight; activation, % at 9.1 µM; in the data active means activation above about 7.8%;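 further: 0% = vehicle wells and 100% = reference activator wells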
ABHD4 inh: inhibitors of mouse ABHD4 | purified mABHD4, FP-Rh probe fluorescence polarization | inhibition, % at 8.92 µM | 0.54% of 370,000 active;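 active means inhibition exceeding the mean over every tested compound plus 3 SD, cut at about 30% in these data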;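 further: 0% = plate median of compound wells and 100% = S159A mutant with DMSO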
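Doses – 8.92 µM, single dose · Material – wild-type mouse ABHD4 protein · Replication – single well per compound (singlicate) · Measure – percent inhibition of probe binding, normalized to plate controls · Schedule – 45 min compound pre-incubation plus 60 min probe step, 25 °C · Detection – fluorescence polarization with parallel and perpendicular emission, 525/598 nm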
NR1D1 modulator: Rev-erb alpha (human) modulation; P20393; Rev-erbα–FITC-DNA binding, fluorescence polarization, 90 min; activity, % at 10 µM; 0.79% of 370,000 active; AID 1259318;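 active means activity above about 14%, limit read from the data; passing the limit was not always enough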;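 further: 0% = DMSO wells with 35 nM protein and 100% = DMSO wells with 750 nM protein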
ASAP1 GAP inh: ASAP1 ArfGAP inhibition | 0.19% of 360,000 active | ASAP1-stimulated ARF1 GTP hydrolysis, GDP FP detection | AID 624377 | Q9ULH1 | inhibition, % at 16.5 µM; in the data active means inhibition above about 25%;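 further: 0% = vehicle with enzyme and substrate and 100% = no enzyme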
HTRA1 inhibitor: blocks human HTRA1 serine peptidase | Q92743 | recombinant HTRA1, FP-rhodamine activity-based probe, fluorescence polarization | inhibition, % at 5.96 µM | 0.5% of 340,000 active; in the data active means inhibition above about 36%;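 further: 0% = enzyme with DMSO and 100% = wells lacking enzyme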
NPR2 activator: GC-B (human) receptor activation; activation, % at 10 µM; 0.11% of 370,000 active; HEK293-GC-B cells, CNP EC30, cGMP TR-FRET; 0% at EC30 CNP, 100% saturating CNP; P20594;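 active means activation at 10 µM reaching about 35% in either raw or pattern-adjusted values, limit read from the data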
Target sequence (P20594 whole entry, looked up): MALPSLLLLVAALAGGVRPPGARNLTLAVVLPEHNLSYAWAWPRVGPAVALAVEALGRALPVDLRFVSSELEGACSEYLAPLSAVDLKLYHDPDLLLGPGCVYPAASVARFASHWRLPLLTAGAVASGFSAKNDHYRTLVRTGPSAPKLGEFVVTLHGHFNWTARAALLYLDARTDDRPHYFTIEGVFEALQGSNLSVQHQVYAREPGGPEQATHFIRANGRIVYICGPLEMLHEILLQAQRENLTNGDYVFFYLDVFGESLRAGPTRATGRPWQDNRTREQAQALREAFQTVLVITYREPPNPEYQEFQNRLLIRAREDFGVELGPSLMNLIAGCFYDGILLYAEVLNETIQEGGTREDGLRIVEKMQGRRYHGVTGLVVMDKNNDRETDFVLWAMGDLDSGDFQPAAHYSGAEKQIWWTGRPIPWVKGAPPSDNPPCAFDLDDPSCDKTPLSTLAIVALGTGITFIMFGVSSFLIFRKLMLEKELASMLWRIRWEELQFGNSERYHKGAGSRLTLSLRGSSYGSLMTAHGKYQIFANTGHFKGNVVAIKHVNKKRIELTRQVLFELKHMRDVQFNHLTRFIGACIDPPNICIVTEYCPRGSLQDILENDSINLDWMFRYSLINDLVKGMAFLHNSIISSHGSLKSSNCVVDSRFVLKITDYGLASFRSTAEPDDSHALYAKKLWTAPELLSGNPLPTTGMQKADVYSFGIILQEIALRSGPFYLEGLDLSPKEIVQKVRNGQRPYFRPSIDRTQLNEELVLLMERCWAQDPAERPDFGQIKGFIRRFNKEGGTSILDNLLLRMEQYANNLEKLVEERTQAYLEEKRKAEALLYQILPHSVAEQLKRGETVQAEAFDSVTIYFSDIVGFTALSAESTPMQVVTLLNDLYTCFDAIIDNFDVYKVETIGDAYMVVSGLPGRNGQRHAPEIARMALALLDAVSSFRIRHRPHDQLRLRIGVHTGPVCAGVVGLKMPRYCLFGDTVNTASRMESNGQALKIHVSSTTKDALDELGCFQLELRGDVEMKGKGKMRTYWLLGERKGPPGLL
PG9 binder: PG9 antibody binding by small molecule; 0.43% of 360,000 active; TR-FRET gp120-PG9 antibody binding; inhibition, % at 6.7 µM; in the data active means inhibition above about 8.5%
GC-A act: GC-A (human) enzyme activation | P16066 | HEK293 GC-A cells, cGMP TR-FRET, EC30 ANP; 0% at EC30 ANP, 100% saturating ANP | activation, % at 10 µM | 0.14% of 370,000 active | AID 1671463; in the data active means activation above about 40%
rCAG binder: r(CAG) repeat RNA binding | AID 651821 | 1.3% of 370,000 active | TO-PRO-1 dye displacement fluorescence | inhibition, % at 3 µM;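 active means inhibition above the plate cutoff, the mean of all test compounds on that plate plus 3 SD, cut at about 35% in these data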;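 further: 0% = DMSO alone and 100% = 100 µM mitoxantrone as full dye displacement; higher means more dye released from RNA so lower well fluorescence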
An asterisk follows results filed as active; . = no result given; & = joins results of further samples.

SMILES | ARFGAP1 inh | SMARCA2 act | ABHD4 inh | NR1D1 modulator | ASAP1 GAP inh | HTRA1 inhibitor | NPR2 activator | PG9 binder | GC-A act | rCAG binder
CCN(Cc1nc2cc(Cl)ccc2c(=O)[nH]1)C(=O)C1CC(=O)N(c2cccc3ccccc23)C1 (stereo unspecified) | 3 | -1 | -10 | -4 | 5 | 1 | -3 | 0.4 | -7 | 11
COCCNc1nc(Oc2cccc(F)c2)c2sccc2n1 | -7 | -4 | 1 | -1 | -5 | . | -1 | 0.0 | -1 | 2
Cc1cc(C(=O)N2CCN(c3ccccc3Cl)CC2)c(C)o1 | -8 | 0 | -6 | 6 | -6 | 4 | 4 | 0.6 | -4 | 2
CC12CN(S(=O)(=O)c3ccccc3)CC(C)(CN(S(=O)(=O)c3ccccc3)C1)C2 | 2 | 0 | 2 | 2 | -3 | 11 | 0 | 1.6 | 2 | 2
Cc1nc2ccc(NC(=O)c3ccc(S(=O)(=O)N(C)c4ccccc4)cc3)cc2s1 | 17 | -7 | -103 | 6 | 15 | -65 | 5 | -1.5 | 1 | 13
CNS(=O)(=O)c1cccc(C(=O)OCC(=O)N(Cc2ccccc2)C(C)(C)C)c1 | 11 | -3 | -9 | -1 | 0 | 0 | -2 | -1.0 | 0 | 6
O=S(=O)(c1ccc(Cl)cc1)N1CCn2c1nc1ccccc12 | 17 | 2 | -5 | 5 | -1 | -9 | -4 | 0.5 | -1 | 1
Cc1ccc(S(=O)(=O)N2CCOCCOCCOCCOCCOCC2)cc1 | 8 | -1 | -3 | 0 | 8 | 11 | 5 | -0.2 | 8 | -5
COc1ccc(S(=O)(=O)N2CCOCC2)cc1NS(=O)(=O)/C=C/c1ccccc1 | -7 | -2 | -4 | -1 | -31 | -2 | -1 | -2.5 | -1 | 12
COc1ccc(NC(=O)CN(C)C(=O)c2cc(-c3ccncc3)nc3ccccc23)cc1 | 6 | -2 | 2 | 2 | -10 | -6 | -3 | -3.1 | -1 | -2
CCN(CC)C(=O)Cn1cc(C(=O)C(=O)Nc2ccc3c(c2)OCO3)c2ccccc21 | 2 | 4 | 3 | 2 | 5 | -13 | 5 | 0.2 | 11 | 5
CCCCCNC(=O)C(c1ccc(OC)cc1)n1c(=O)c(-c2ccccc2)nc2ccccc21 (stereo unspecified) | 8 | -5 | -3 | 10 | -16 | . | -10 | -1.8 | -2 | 8
CC1(NC(=O)c2ccc(C#Cc3cccc(F)c3)cn2)COC1 | . | -3 | -2 | -4 | . | . | -3 | . | 3 | 0
COc1ccc(CNCc2ccc(F)cc2)c(OC)c1 | 3 | -2 | 2 | -7 | 4 | 7 | -5 | -1.7 | -3 | 1
CN(C)S(=O)(=O)c1cccc(NC(=O)NCCCl)c1 | 2 | -2 | 6 | 3 | 1 | 4 | 3 | 0.6 | -3 | 0
Cc1c(C(=O)Nc2ccc(Cl)cc2)c2ccccn2c1CCc1ccncc1 | 2 | 1 | -4 | 5 | 6 | -11 | -1 | -1.6 | 5 | 1
Cn1c(=O)oc2cc(S(=O)(=O)N3CCCC(C(=O)NC4CCCc5ccccc54)C3)ccc21 (stereo unspecified) | 8 | 0 | 1 | -4 | -8 | 0 | 1 | -0.1 | -3 | 4
Cc1ccccc1OC(=O)CCC(=O)OCCCC(F)(F)C(F)(F)F | -1 | 0 | -5 | -5 | 6 | 0 | 5 | -0.7 | 4 | -8
O=C(CC[C@H]1O[C@@H](n2cnc3c(NC(=O)c4ccccc4)ncnc32)[C@H](O)[C@@H]1O)NCC(c1ccccc1)c1ccccc1 | -4 | -4 | 5 | -6 | -7 | . | -4 | 0.5 | -1 | 3
Cn1c(=O)c2c(ncn2Cc2nnc(N)s2)n(C)c1=O | -1 | 0 | 6 | -2 | -4 | -1 | 7 | -2.9 | 4 | -1
C#CCNC(=O)C1=C[C@@H](c2cn(C(C)=O)c3ccccc23)C[C@@H](OCc2ccc(CO)cc2)O1 | -11 | 0 | 1 | 0 | 2 | -75 | 0 | -2.0 | 1 | -2
O=S(=O)(c1cccc2nsnc12)N1CCCC1 | 0 | -1 | 3 | 3 | 12 | 1 | 5 | -0.9 | 5 | 1
COC(=O)c1ccc(Cn2nc(C(F)(F)F)cc2C)cc1 | 3 | -3 | -2 | -2 | 7 | -11 | 0 | 0.2 | 2 | -1
OC[C@@H]1CN(CCc2ccccc2)C[C@H](n2cnc3c(N4CCOCC4)ncnc32)O1 | 4 | -2 | -1 | 7 | 0 | . | -5 | 1.9 | 0 | 0
CCC/C(=N/NC(=O)c1csc(C)c1C)c1ccc(Cl)s1 | -4 | 1 | 0 | -4 | -9 | -10 | -10 | 0.6 | -2 | 0
SMILES | ARFGAP1 inh | SMARCA2 act | ABHD4 inh | NR1D1 modulator | ASAP1 GAP inh | HTRA1 inhibitor | NPR2 activator | PG9 binder | GC-A act | rCAG binder
CCOC(=O)C1=C(C)NC(=O)NC1c1ccc(OCC(=O)Nc2ccccc2)c(OC)c1 (stereo unspecified) | 0 | -3 | 20 | 0 | -12 | -7 | -5 | 0.3 | -3 | 7
COC(=O)c1ccc(CSc2nc3sc(C(=O)O)c(C)c3c(=O)[nH]2)cc1 | 4 | -1 | -1 | -2 | 2 | . | -7 | -0.2 | -2 | 0
Cc1nc(N/C(N)=N/S(=O)(=O)c2ccc([N+](=O)[O-])cc2)nc2ccccc12 | -2 | -1 | -2 | 5 | 6 | -6 | -1 | -0.8 | -7 | 7
Cc1ccc(S(=O)(=O)N(C)CC(=O)N2CC(C)OC(C)C2)cc1 (stereo unspecified) | -4 | -1 | 1 | 9 | -9 | 1 | 1 | -1.2 | -1 | -8
COc1cc(C[C@@H]2C(=O)OC[C@H]2Cc2ccc(OC)c(OC)c2)ccc1O | -2 | -3 | -1 | -3 | -1 | -6 | 2 | -1.1 | 3 | 5
CC(/C=C1\SC(=S)N(CC(=O)O)C1=O)=C\c1ccccc1 | -14 | -4 | -5 | 0&-12 | 8 | -3 | 2 | -1.5 | -1 | 8
Cc1cc(C)n2nc(C(=O)OCC(=O)N(C)CC(=O)Nc3ccc(F)cc3)nc2n1 | 7 | 6 | 3 | -3 | 4 | -2 | 0 | -1.5 | 2 | 0
Cc1cc(C)c2c(c1)c1nnc(SCCN3CCCCC3)nc1n2C | -6 | 7 | 2 | -16 | 6 | -1 | 8 | -0.9 | 9 | 7
NC(=S)N/N=C1/CCSc2ccc3ccccc3c21 | 3 | -2 | -10 | -5 | 8 | -1 | -6 | -1.8 | -8 | 3
COc1ccc(/C=N/NC(=O)c2cc(C)on2)c2ccccc12 | 3 | -1 | 6 | 4 | 12 | -23 | -10 | 0.7 | -8 | 2
CN(CC(=O)Nc1cc(C(F)(F)F)ccc1-n1cncn1)Cc1nc2ccccc2c(=O)[nH]1 | 8 | 3 | -9 | 2 | -2 | 1 | -1 | -2.6 | 1 | -3
CC/C(=N\NS(C)(=O)=O)c1ccccc1 | 0 | -3 | -1 | -1 | 4 | . | 6 | -0.7 | 2 | -1
CN(c1ccc(OCC(=O)N2CCOCC2)cc1)S(=O)(=O)c1ccc(F)cc1 | 4 | -1 | -3 | 8 | 6 | 2 | 2 | 0.1 | -5 | -2
CCN(CC)S(=O)(=O)c1ccc(N2CCOCC2)c(NC(=O)C2=COCCO2)c1 | 3 | -4 | -2 | 0 | 0 | 5 | 3 | -1.7 | 0 | 3
O=C(CCCNC(=O)c1ccc(Cl)cc1)NCc1ccccc1Cl | 4 | -4 | -7 | -3 | -6 | -4 | -9 | 0.6 | -8 | 1
O=C1C=C(c2ccc3ncccc3c2)C[C@@H](c2ccc3c(c2)OCO3)C1 | 21 | -1 | 2 | 6 | 2 | -35 | 14 | 0.1 | 21 | 12
CCC(C)(C)NC(=O)c1ccc2c(c1)N(CC(=O)OC)C(=O)C(C)(C)O2 | -1 | -4 | 0 | -5 | -6 | -5 | -1 | -1.0 | 5 | -2
O=C(c1ccco1)N1CCN(Cc2csc(-c3ccccc3Cl)n2)CC1 | -6 | -1 | -5 | -6 | 12 | 5 | -9 | -3.6 | -3 | -3
CC[C@@H]1C/C=C\Cc2ccccc2[C@H](C(=O)C[C@H](O)CC(C)=O)OC1=O | -2 | -2 | 11 | 10 | -3 | -3 | 0 | -0.2 | 1 | 5
CC(=O)C1C(c2cccc([N+](=O)[O-])c2)C2C(C)=NN=C2CC1(C)O (stereo unspecified) | 7 | -2 | 3 | 4 | -2 | 3 | 2 | -1.3 | 2 | 0
CC(=O)Nc1ccc(N2C(=O)CCC2=O)cc1C | -2 | -1 | 3 | -3 | 8 | 3 | 3 | 1.8 | 5 | -2
O=C(Oc1ccc(C(=S)N2CCOCC2)cc1)c1ccc(Br)cc1 | -3 | -1 | 0 | -5 | -7 | 5 | -3 | -1.9 | 6 | 0
CCN1C(=O)[C@H]2[C@@H](c3ccc(-c4ccccc4)cc3)N3CCCC[C@@]3(C(=O)OC)[C@H]2C1=O | 4 | 0 | -7 | 5 | 1 | -6 | -4 | -1.2 | 4 | 1
COc1ccc(CCCC(=O)Nc2ccccc2F)cc1 | 2 | 3 | -8 | -3 | 3 | 4 | 2 | -0.9 | -1 | 2
CCCC(C)NC(=O)c1cc(S(=O)(=O)N2CCCCCC2)ccc1OC (stereo unspecified) | 2 | -3 | 4 | -2 | -3 | -3 | 2 | 0.1 | 0 | -1
SMILES | ARFGAP1 inh | SMARCA2 act | ABHD4 inh | NR1D1 modulator | ASAP1 GAP inh | HTRA1 inhibitor | NPR2 activator | PG9 binder | GC-A act | rCAG binder
CCC(C)C(=O)N1CCc2cc(-c3csc(N)n3)ccc21 (stereo unspecified) | -4 | 1 | 3 | -4 | -1 | 6 | -4 | -3.7 | -6 | 5
Nc1nnc(SCc2cccnc2)s1 | 7 | 1 | 2 | -2 | -10 | 0 | 2 | 1.4 | 0 | 1
Fc1ccc(NC(=S)NCCN2CCOCC2)cc1 | 0 | -4 | 7 | 4 | 4 | 4 | 2 | -2.1 | -3 | -2
CCOc1ccc(N(CC(=O)O)S(=O)(=O)c2ccc(OC)c(OC)c2)cc1 | 5 | 2 | 3 | -2 | -5 | 6 | 4 | -2.0 | 8 | 3
CCCc1cc(=O)[nH]c(SCC(=O)Nc2oc(C)c3c(C)n[nH]c(=O)c23)n1 | 7 | -1 | -5 | 1 | 8 | 10 | 1 | 0.8 | 2 | 15
FC(F)(F)c1nc(-c2cccs2)ncc1-c1nnnn1-c1ccc(Cl)cc1 | 9 | -2 | 3 | 9 | -7 | -3 | -5 | 1.4 | -6 | -3

Exported with each value named: part of the list above
Molecule: CCC(C)C(=O)N1CCc2cc(-c3csc(N)n3)ccc21 (stereo unspecified)
  ARFGAP1 inh: -4; SMARCA2 act: 1; ABHD4 inh: 3; NR1D1 modulator: -4; ASAP1 GAP inh: -1; HTRA1 inhibitor: 6; NPR2 activator: -4; PG9 binder: -3.7; GC-A act: -6; rCAG binder: 5
Molecule: Nc1nnc(SCc2cccnc2)s1
  ARFGAP1 inh: 7; SMARCA2 act: 1; ABHD4 inh: 2; NR1D1 modulator: -2; ASAP1 GAP inh: -10; HTRA1 inhibitor: 0; NPR2 activator: 2; PG9 binder: 1.4; GC-A act: 0; rCAG binder: 1
